Screening results as filed in PubChem.
TRHR ag = activates the human TRH receptor | activation, % at 2 µM | AID 493084 | P34981 | hit rate 0.18% among 360,000 | TRHR cells, calcium flux fluo-8, FDSS agonist mode; further: 0% is about no effect
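In this calcium-flux screen, cells bearing human TRHR are dye-loaded with fluo-8, baselined for 10 cycles, then exposed to library compounds; positive kinetic calcium responses during the agonist phase mark hits, with TRH as control.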
D2 potentiator = D2 dopamine receptor (human) potentiation | P14416 | HEK293 T-REx D2, calcium flux, EC20 dopamine potentiation | potentiation, % at 10 µM | hit rate 0.34% among 340,000;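 active means potentiation over 3 SD above the plate norm, cut at about 30% in these data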; further: 0% is about no effect
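Using a no-wash calcium dye in inducible, force-coupled HEK293 Trex cells expressing D2, we tracked fluorescence each second for 180 s after compound, then for 180 s after EC20 dopamine to detect augmented signalling.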
D2 ag = agonists of human D2 dopamine receptor. HEK293 T-REx D2 cells, calcium flux agonist mode. activation, % at 2 µM. hit rate 0.53% among 340,000;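 active means activation over 3 SD above normal in the single-dose calcium agonist read, cut at about 30% in these data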; further: 0% is about no effect
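Agonism is scored from calcium flux in a force-coupled, inducible HEK293 cell line expressing D2, read kinetically for 180 s after compound addition against dopamine controls.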
D2 antagonist = antagonizes the human D2 dopamine receptor. P14416. HEK293 TREx D2 cells, calcium flux, dopamine EC80. hit rate 2% among 340,000. inhibition, % at 10 µM; in the data active means inhibition above about 30%; further: 0% is about no effect
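Overnight-induced (tetracycline, 30 C) HEK293 T-REx cells carrying force-coupled D2 receive a no-wash calcium dye, then compound, then EC80 dopamine at 180 s; signals are read kinetically throughout.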
D1 antagonist = antagonists of human D1 dopamine receptor | P21728 | HEK293 TREx D1 cells, calcium flux, dopamine EC80; active compounds read low | activity change, negative = inhibition, % at 10 µM | hit rate 3.2% among 360,000 | AID 504652; in the data active means activity change below about -30%; further: on the % scale 0 is the no-effect control and ±100 the full control effect
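Antagonism measured as reduced calcium response to an EC80 dopamine addition following 180 s compound pre-read; cells were inducible HEK293 Trex D1 plated overnight at 30 C, read kinetically at 1 cycle/sec.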
TRHR enhancer = allosterically enhances the human TRH receptor | P34981 | TRHR cells, fluo-8 calcium fluorescence, EC20 TRH enhancement | enhancement, % at 2 µM | hit rate 0.66% among 360,000; in the data active means enhancement above about 30%; further: 0% is about no effect
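Enhancer read-out: after compound pinning and an initial kinetic agonist-mode read, an EC20 of TRH (10 nM final) was injected and fluo-8 calcium signal (Ex 480/Em 530) followed at 1 s/cycle for 100 cycles in TRHR-expressing cells.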
D1 potentiator = potentiators of human D1 dopamine receptor; P21728; HEK293 TREx D1 cells, calcium flux, dopamine EC20 potentiation; potentiation, % at 10 µM; hit rate 0.036% among 360,000; AID 504651; in the data active means potentiation above about 30%; further: 0% is about no effect
D1 ag = agonists of human D1 dopamine receptor; hit rate 1% among 360,000; P21728; HEK293 T-REx D1 cells, calcium flux, agonist mode; AID 504660; activation, % at 2 µM; further: 0% is about no effect
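Tetracycline-induced HEK293 TREx D1 cells, force-coupled to calcium signalling, were dye-loaded with a no-wash calcium kit. Compound was pin-added after a 10 s baseline. Fluorescence was read kinetically at 1 cycle/s for 180 s, with calcium rises flagged as agonism.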
RXFP1 antag = antagonists of human relaxin receptor RXFP1; HEK293-RXFP1, relaxin-stimulated cAMP HTRF, 30 min; active compounds read low; activity change, negative = inhibition, % at 57.5 µM; hit rate 0.59% among 350,000;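 active means activity change of -60% or lower, but not beyond a set lower limit; inconclusive means change between -60% and -40%, or beyond the set limit; inactive means change above -40%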; further: on the % scale 0 is the no-effect control and ±100 the full control effect
Target sequence (Q9HBX9 whole entry, looked up): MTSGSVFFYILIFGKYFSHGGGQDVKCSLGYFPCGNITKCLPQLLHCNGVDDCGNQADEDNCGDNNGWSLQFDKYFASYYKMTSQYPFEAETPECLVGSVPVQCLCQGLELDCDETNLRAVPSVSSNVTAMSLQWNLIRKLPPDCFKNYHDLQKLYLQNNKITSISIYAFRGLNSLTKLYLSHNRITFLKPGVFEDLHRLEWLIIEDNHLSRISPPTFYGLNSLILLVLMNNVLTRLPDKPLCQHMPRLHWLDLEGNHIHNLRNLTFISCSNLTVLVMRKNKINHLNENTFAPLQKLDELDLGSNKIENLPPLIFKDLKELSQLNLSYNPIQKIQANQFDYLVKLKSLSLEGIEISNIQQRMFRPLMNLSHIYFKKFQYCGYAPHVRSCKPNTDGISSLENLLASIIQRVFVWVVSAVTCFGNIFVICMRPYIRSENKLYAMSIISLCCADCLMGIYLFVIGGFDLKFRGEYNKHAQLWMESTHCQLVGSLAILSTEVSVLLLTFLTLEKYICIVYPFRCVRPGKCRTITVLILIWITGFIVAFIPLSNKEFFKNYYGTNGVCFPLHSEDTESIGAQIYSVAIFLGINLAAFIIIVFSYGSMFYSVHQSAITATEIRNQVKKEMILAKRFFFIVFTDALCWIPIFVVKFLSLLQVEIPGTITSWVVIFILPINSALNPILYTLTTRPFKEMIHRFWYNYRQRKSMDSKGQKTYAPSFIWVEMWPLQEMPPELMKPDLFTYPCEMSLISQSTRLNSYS
Active calls of the source: *; ? = inconclusive; . = no result given. Unless noted, no stated cut-off is given here; in the data, active means activation above about 30%; inactive means the rest. An unsorted share of the library; about 7.1% have a hit in one of these screens.

SMILES	TRHR ag	D2 potentiator	D2 ag	D2 antagonist	D1 antagonist	TRHR enhancer	D1 potentiator	D1 ag	RXFP1 antag
Cc1ccc(C(=O)NNC(=O)C2CCN(c3ncccn3)CC2)cc1	-0.1	-10	-0.2	-14	-3	7	0	1	1
Cc1ccc(NC(=O)N2CCCCC2)cc1NC(=O)N1CCCCC1	0.7	.	.	.	-4	-6	1	0	13
Cc1ccc(-c2nnc(-c3cccc(NC(=O)c4cccs4)c3)o2)cc1	-0.4	-3	-0.2	6	-15	-11	-3	5	3
CC(/C=N/NC(=O)c1cc(-c2ccc(C)s2)[nH]n1)=C\c1ccccc1	-0.5	-6	-1.2	-3	7	-6	-6	1	?
Cc1ccc2[nH]c(=O)c(CN(C)C(=O)c3cccs3)cc2c1	1.2	-3	-0.1	13	2	-2	1	0	8
COC(=O)[C@H](CC(C)C)NS(=O)(=O)N(Cc1ccccc1)[C@@H](CC(C)C)C(=O)OC	0.9	-3	0.0	0	-8	0	-4	6	.
CCNc1nc(NCC)nc(N(C)/N=C/c2ccco2)n1	-0.3	-14	-0.2	21	-2	-7	-7	0	5
O=C(O)c1ccc(OCC(O)Cn2cnc3ccccc32)cc1 (centres undefined)	0.2	8	0.2	-3	10	-3	-2	3	-3
CCOc1ccc(N=C2C(=O)N(CN3CCOCC3)c3ccccc32)cc1	0.1	-8	-0.9	5	2	21	-4	2	8
Cn1c(CNc2cccc(C(F)(F)F)c2)n[nH]c1=S	-0.9	-6	-0.3	6	-10	1	0	2	-11
O=C(c1cccn2c(=O)c3ccc(Cl)cc3nc12)N1CCN(Cc2ccc3c(c2)OCO3)CC1	0.6	2	-1.8	-13	-5	9	-5	1	-2
CCCN(CCC)c1cc(C)nc2nc(-c3ccc(C(C)(C)C)cc3)nn12	0.4	11	.	.	2	7	4	1	.
COCCn1c(=O)[nH]c(=O)c2c1nc(-c1cc(Br)c3c(c1)OCO3)n2Cc1ccccc1	0.0	21	.	.	-5	2	-3	1	2
Cc1nn(-c2ccccc2)nc1CNC(=O)c1ncoc1-c1ccccc1	1.1	6	-0.1	-3	-8	-2	-4	17	-11
COc1ccc(C(C)=O)cc1CC(=O)NC1CCCCCC1	-0.3	3	-1.2	-13	5	-2	-6	2	-15
O=C(c1ccc([N+](=O)[O-])s1)N1CCc2ccccc21	3.7	-2	1.8	8	6	-4	.	5	-14
COc1ccc(NC(=O)CN(c2ccc(OC)cc2)S(=O)(=O)c2ccc(OC)c(OC)c2)cc1	-0.3	1	1.0	-5	22	-1	-2	7	3
CC(=O)N1c2ccc(S(=O)(=O)N3CCC(C(=O)Nc4ncccc4C)CC3)cc2CC1C (centres undefined)	-0.3	-8	27	5	17	-1	4	0	-3
O=C1c2cccc3c([N+](=O)[O-])ccc(c23)C(=O)N1CC1CCCO1 (centres undefined)	3.3	.	3.0	11	-31*	-6	-4	6	16
COc1ccc(C2=NC(=O)NC2c2ccc(OC)cc2)cc1 (centres undefined)	-0.3	1	-2.0	-7	2	-6	0	1	0
Cc1cccnc1NC(=O)Nc1cccc(C(F)(F)F)c1	-0.2	14	-0.2	-21	3	2	-3	1	2
C=CCNC(=S)NNC(=O)c1ccc(OCC)cc1	0.2	9	-1.0	0	3	1	-4	3	-12
COc1cccc(OC)c1NC(=O)NC(=O)c1c(OC)c(Br)cc([N+](=O)[O-])c1OC	0.0	3	-0.6	1	1	5	0	1	-6
Cc1ccc(CSc2ncc(Cl)c(C(=O)NCc3ccccc3)n2)cc1	4.3	.	0.8	.	-2	-7	2	7	1
Cc1cc(CSc2nc(C)cc(=O)[nH]2)c2ncccc2c1	-1.3	9	4.2	-2	-27	0	-8	3	-3
Cc1ccc(S(=O)(=O)/N=C(/Nc2ccc([N+](=O)[O-])cc2)c2ccccc2)cc1	0.6	-15	1.2	22	-24	-3	-2	-3	14
O=C(O)c1cc(NN=Nc2cccc([N+](=O)[O-])c2)cc([N+](=O)[O-])c1	-0.5	8	-0.2	26	-16	0	6	0	1
CCOC(=O)Cc1csc(NC(=O)Nc2ccc(F)cc2)n1	-0.5	-5	-0.3	-23	-23	-6	-3	21	-5
COc1ccc(S(=O)(=O)N2CCN(CC(=O)NC3CCCC3)CC2)cc1	0.3	7	0.5	18	-20	-4	-4	2	-1
Cc1cccc2cc(COC(=O)C(C)C)c(=O)[nH]c12	-0.8	-2	0.2	11	3	6	-2	3	-7
COc1ccc(NC(=O)Nc2cc(C)ccc2OC(F)F)c(OC)c1	-1.3	.	-0.4	25	2	0	-9	0	15
Cc1nc(CCNC(=O)C2CCC(=O)N(Cc3cccc(F)c3)C2)sc1C (centres undefined)	0.3	10	0.1	3	-3	3	-2	1	-40
C=CCN(CC=C)S(=O)(=O)c1ccc(NC(=S)NC(=O)c2ccco2)cc1	0.4	.	.	.	-10	-10	-11	3	-11
CC(C)(CO)NCC(O)Cn1cc(C=O)c2ccccc21 (centres undefined)	0.7	4	-0.4	-3	-3	0	-2	5	-10
O=C(CN1CCOCC1)N/N=C/c1cc2ccccc2nc1Cl	-0.6	-2	-1.5	13	-5	-4	-3	1	-2
Cc1c(C)n(-c2ccccc2)c2ncnc(NCCCN(C)C)c12	-0.3	4	0.3	3	4	6	-5	-1	0
COc1ccccc1N1CCN(C(=O)c2cc3cc(Br)ccc3oc2=O)CC1	-0.6	7	0.5	-2	20	-8	-4	2	1
COCCNC(=O)/C(C#N)=C/c1cccs1	1.2	-6	0.1	13	6	-4	5	0	-7
Cc1cccc(C)c1NC(=S)N(CCCN1CCOCC1)Cc1cccnc1	0.0	1	0.3	-11	-19	-13	0	1	-4
Cc1ccc(NC(=O)Cn2nnc(-c3ccccc3)n2)c(C)c1	0.0	-5	0.2	.	-3	3	-2	1	.
CCc1ccc(NC(=S)N2CCCC(C(F)(F)F)C2)cc1 (centres undefined)	-0.1	16	-0.7	-6	-8	2	1	3	-14
O=C(NC(=S)N1CCOCC1)c1ccc([N+](=O)[O-])cc1	0.5	19	0.6	-7	6	-3	-4	2	3
COc1ccc(NC(=O)CNC(=O)Cc2cccc3ccccc23)c(OC)c1	-0.1	-4	0.1	-20	-6	6	2	-1	-6
Cc1ccc(-n2ncc3c(NC4CCCCCC4)ncnc32)cc1	0.1	-1	-0.1	.	-5	3	-2	-1	-13
COc1ccc(OC)c(/C=N/NC(=O)c2ccncc2)c1	0.2	2	0.2	-1	2	-1	-7	0	3

Compound profiles (already shown). Screens in order: TRHR ag, D2 potentiator, D2 ag, D2 antagonist, D1 antagonist, TRHR enhancer, D1 potentiator, D1 ag, RXFP1 antag
C=CCN(CC=C)S(=O)(=O)c1ccc(NC(=S)NC(=O)c2ccco2)cc1 is entered as 0.4, ., ., ., -10, -10, -11, 3, -11
Cc1nc(CCNC(=O)C2CCC(=O)N(Cc3cccc(F)c3)C2)sc1C (centres undefined) is entered as 0.3, 10, 0.1, 3, -3, 3, -2, 1, -40

Two compounds picked at random from the list so far:
SMILES	TRHR ag	D2 potentiator	D2 ag	D2 antagonist	D1 antagonist	TRHR enhancer	D1 potentiator	D1 ag	RXFP1 antag
COCCNC(=O)/C(C#N)=C/c1cccs1	1.2	-6	0.1	13	6	-4	5	0	-7
Cc1nc(CCNC(=O)C2CCC(=O)N(Cc3cccc(F)c3)C2)sc1C (centres undefined)	0.3	10	0.1	3	-3	3	-2	1	-40

Next part.
SMILES	TRHR ag	D2 potentiator	D2 ag	D2 antagonist	D1 antagonist	TRHR enhancer	D1 potentiator	D1 ag	RXFP1 antag
CCN(C(=O)COC(=O)c1sccc1C)c1c(N)n(Cc2ccccc2)c(=O)[nH]c1=O	0.0	2	-1.0	4	-3	4	-8	1	6
COCCCNC(=O)COc1ccc(Cl)c(C)c1	1.0	-11	-0.3	12	-15	-11	1	2	-17
O=C(COc1ccc(Cl)cc1)NCc1nnc(SCC(=O)N2CCCc3ccccc32)o1	-0.4	-5	-0.6	21	-26	4	2	0	-5
O=C(O)C1C2C=CC3(O2)C1C(=O)N1c2ccccc2COC13 (centres undefined)	0.4	-12	-0.2	4	4	2	-8	2	-8
C=CCNc1nnc(-c2ccncc2)s1	0.2	-5	0.4	0	19	-2	-3	3	-6
COc1ccc(CNC(=O)c2cc(-c3cccc(Cl)c3)on2)cc1	2.4	11	0.7	.	6	-4	2	5	-5
CC(=O)c1ccccc1OCCOc1ncnc2sccc12	0.6	-8	-0.2	14	1	60*	-1	11	11
CC(Nc1ccccc1N1CCCCC1)C(=O)N1CCc2ccccc21 (centres undefined)	1.3	.	.	.	3	-1	-9	2	-25
CCCCOc1ccc(CSc2n[nH]c(C)n2)cc1	0.4	9	1.1	-8	-8	7	-6	6	-3
COc1ccc(N2CCN(C(=O)COC(=O)/C=C/c3ccc(OC(F)F)cc3)CC2)cc1	0.5	-8	0.0	-7	-17	2	9	6	6
O=C(O)Cn1c(COc2ccc(Cl)cc2)nc2ccccc21	0.4	-6	-0.2	5	11	-10	-3	0	-3
COc1ccc(N2CCN(Cc3nc4c(c(=O)[nH]c(=O)n4C)n3Cc3ccc(Cl)cc3)CC2)cc1	-1.7	-1	-0.9	.	-1	0	0	0	11
O=C(c1ccc2ccccc2c1)N1CCCC1	0.0	-1	0.3	3	6	3	-3	2	6
COc1ccc(CC(=O)Nc2nc3c(s2)CCCC3)cc1	-0.9	-1	.	.	0	-1	0	4	-15
O=C(COC(=O)c1ccccc1Br)NCCN1C(=O)CSC1=O	-1.0	7	-0.6	6	-2	-2	-1	-2	-2

Taken from above:
For RXFP1 antag, O=C(COC(=O)c1ccccc1Br)NCCN1C(=O)CSC1=O shows -2
For D2 ag, O=C(O)c1ccc(OCC(O)Cn2cnc3ccccc32)cc1 (centres undefined) shows 0.2
For D1 potentiator, O=C(O)C1C2C=CC3(O2)C1C(=O)N1c2ccccc2COC13 (centres undefined) shows -8
For TRHR enhancer, COCCn1c(=O)[nH]c(=O)c2c1nc(-c1cc(Br)c3c(c1)OCO3)n2Cc1ccccc1 shows 2

Next records follow:
SMILES	TRHR ag	D2 potentiator	D2 ag	D2 antagonist	D1 antagonist	TRHR enhancer	D1 potentiator	D1 ag	RXFP1 antag
CC(C)(C)C(=O)N1CCN(c2ccc([N+](=O)[O-])c(NCC3CCCO3)c2)CC1 (centres undefined)	0.6	-7	0.1	-1	-9	-3	0	-1	-20
O=C(NCc1ccccc1)c1c[nH]c2ccc(F)cc2c1=O	0.8	-2	0.0	8	-3	-2	-2	4	-3
COc1ccccc1N1CC(C)C(=O)NC1=S (centres undefined)	0.7	10	0.0	5	1	-7	0	1	4
CNC(=S)Nc1ccc(C23CC4CC(CC(C4)C2)C3)cc1	0.4	5	1.6	-2	10	8	3	2	-3
CCc1ccccc1Nc1ncnc2c1nc1n2CCCC1	-0.1	1	.	.	-11	7	-1	0	-4
Cc1nnc(SCC(=O)N(C)c2c(N)n(Cc3ccccc3)c(=O)[nH]c2=O)n1Cc1ccccc1	0.6	8	0.1	0	-1	1	-4	1	2
CCN(CC)c1ccc(NC(=O)Cn2cc3c(n2)CCCC3)c(C)c1	-0.8	-14	.	.	11	1	-1	2	-9
CCS(=O)(=O)c1ccc(-c2cccc(NC(=O)COc3ccccc3)c2)nn1	-0.1	-2	0.0	-4	-18	-3	-1	3	3
C=C(C)c1cc2c(s1)c1cnn(Cc3ccccc3F)c(=O)c1n2C	1.2	.	.	.	32	7	18	10	.
